PhoP inhibition = PhoP-dependent GFP reporter repression – Salmonella Typhimurium, primary screen (AID 1863). 300,000 tested, 0.16% active. inhibition, % at 50 µM; hits with a dose series show IC50 in µM. S. Typhimurium PhoP-regulated promoter GFP reporter, 4 h; higher % means a stronger effect;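 active means inhibition over 29.93%, a cutoff 3 SD above the screen mean, later confirmed by dose response; inconclusive means inhibition over 29.93% but no dose response follow-up; inactive means inhibition at most 29.93% or unconfirmed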;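 further: 0% = low Mg2+ inducing control and 100% = high Mg2+ repressing control; strong numbers were not always called active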
West Nile antiviral = inhibition of WNV-induced cytopathic effect – cell-based, CPE readout (AID 1621); West Nile virus-infected cells, CPE inhibition; higher % means a stronger effect; one-dose CPE inhibition, % at 10 µM; IC50 in µM for titrated hits; 290,000 tested, 0.02% active; in the data active means a potency from the dose series; inconclusive means CPE inhibition mostly from about 3.7% at the one dose, without a potency; inactive means the rest, 99 in 100 with CPE inhibition below about 2.2%; further: strong numbers were not always called active
Siah-1 displacement = Siah-1 peptide-binding antagonists, primary screen, biochemical, fluorescence polarization, rhodamine-plectin, uHTS (AID 1817); Siah-1 / rhodamine-plectin peptide fluorescence polarization; higher % means a stronger effect; displacement, % at 20 µM, or IC50 in µM where a hit was titrated; 290,000 tested, 0.02% active;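 active means displacement of at least 50% at 20 µM, with a fluorescence ratio check between 0.3 and a set limit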;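 further: plate controls were Siah plus tracer with DMSO for no effect and tracer alone without Siah for full effect; strong numbers were not always called active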
The depositor's hits bear a star; i = inactive; ? = inconclusive. An excerpt; count on the stated rates, not on these rows.

no. | SMILES | PhoP inhibition | West Nile antiviral | Siah-1 displacement
1 | COc1ccc2oc(C)c(C(=O)c3ccc(C)cc3)c2c1 | 3% | -0.8% | 8%
2 | COC(=O)c1sc(N2C(=O)C(O)=C(C(=O)c3ccc(C)o3)C2c2ccc(OC)c(OC)c2)nc1C (stereo not given) | 6% | 0.3% | 10%
3 | O=[N+]([O-])c1cnc(Nc2ccccc2)nc1Nc1ccccc1 | 8% | -0.6% | -3%
4 | Cc1ccc2c(=O)c(CN3CCCCCC3)c(C)[nH]c2c1C | 0% | -0.5% | -4%
5 | CCOC(=O)CSc1nc2c(sc(=S)n2-c2ccc(CC)cc2)c(=O)[nH]1 | 0% | 0.3% | 6%
6 | O=C(Nc1cc([N+](=O)[O-])ccc1N1CCOCC1)c1cccs1 | -5% | -1.0% | i
7 | CCOc1ccccc1C(=O)Nc1cccc2cccnc12 | 1% | -0.5% | 0%
8 | CC(=O)Nc1ccc(N=NC2C(=O)N(C(N)=S)N=C2C)cc1 (stereo not given) | 6% | -0.2% | 4%
9 | CC(Oc1ccccc1)C(=O)N=C1SC2CS(=O)(=O)CC2N1c1cccc(F)c1 (stereo not given) | -1% | -0.4% | 2%
10 | O=C(N/N=C\c1cccnc1)c1cc(-c2ccccc2)nc2c(Cl)cccc12 | 0% | 2.5% | 5%
11 | COc1cc(/C=N/NC(=O)c2ccncc2)ccc1OC(=O)c1ccco1 | 1% | 0.3% | -2%
12 | COc1cc(OC)cc(C(=O)N2CC(=O)Nc3ccccc32)c1 | -4% | 3.4% | 5%
13 | COc1cc(C(=O)NCCCc2ccccc2)cc(OC)c1OC | -5% | 0.0% | -4%
14 | Cc1ccc(-c2cc(C(F)(F)F)n3nc(C(=O)N4CCN5CCCC5C4)cc3n2)cc1 (stereo not given) | 6% | -1.2% | -1%
15 | COc1ccc(CNCc2ccccc2[N+](=O)[O-])cc1OC | 9% | -0.3% | -2%
16 | O=C(Nc1cccc(C(=O)O)c1)/C(=C\c1ccco1)NC(=O)c1ccccc1 | 3% | 0.2% | 4%
17 | CC(=O)Nc1ccc(Nc2nnc(-c3ccc(C)c(S(N)(=O)=O)c3)c3ccccc23)cc1 | -3% | -0.7% | 13%
18 | COc1ccccc1NC(=O)C1CCN(S(=O)(=O)c2cccc3nonc23)CC1 | 5% | 0.0% | -7%
19 | O=S(=O)(c1cccs1)N1CCN(c2ccccc2F)CC1 | 2% | -0.8% | 10%
20 | Cc1ccc(C(=O)COC(=O)CCN2C(=O)C3C4C=CC(C5CC45)C3C2=O)cc1 (stereo not given) | -4% | 1.7% | 3%
21 | COC(=O)c1cc(COC(=O)COc2ccc(C)c(C)c2)oc1C | 0% | 0.4% | -6%
22 | CC(C)[C@H](NC(=O)N1CC(=O)Nc2ccccc21)C(=O)N[C@@H](C(=O)O)c1ccccc1 | -12% | 0.7% | 0%
23 | Cc1cc(C)n(-c2ccc(NC(=O)C3CCN(Cc4ccc(C)o4)CC3)cc2)n1 | -4% | 0.2% | 9%
24 | Cc1ccc(CN(C)C(=O)c2cc(Br)c(Br)s2)o1 | 9% | -0.2% | 0%
25 | Cc1ccc(S(=O)(=O)NCC(=O)N(CC(=O)NCC2CCCO2)c2cccc(F)c2)cc1 (stereo not given) | 6% | -0.4% | -3%
26 | COc1ccc(OC)c(S(=O)(=O)N2CCCC2C(=O)NC(C)c2ccccc2)c1 (stereo not given) | -5% | -1.0% | 0%
27 | CC(=O)Nc1ccc(NC(=O)C2CCCN2C(=O)Nc2ccc(F)cc2)cc1 (stereo not given) | -4% | 1.4% | 5%
28 | CN(C)CCn1c(NCc2ccc3c(c2)OCO3)nc2ccccc21 | -1% | -1.1% | 8%
29 | COCCn1c(N2CCCC2)nc2c1c(=O)[nH]c(=O)n2C | 1% | 0.0% | 11%
30 | Cc1ccc([N+](=O)[O-])c(OCCN2CCc3ccccc3C2)c1 | 4% | -0.5% | 2%
31 | CC(C)c1cc(=O)n2[nH]c(SCc3ccc(Cl)cc3)nc2n1 | 17% | -0.2% | -5%
32 | Nc1cc([N+](=O)[O-])cc2oc(-c3ccccc3)cc12 | -12% | 0.4% | -8%
33 | COc1ccc(OCc2cc(C(=O)N3CCCN(C(C)=O)CC3)no2)c(Cl)c1 | -1% | -1.9% | 1%
34 | CCCCNC(=O)CCn1nc(-c2ccccc2)c2ccccc2c1=O | -7% | -0.6% | 8%
35 | C/C(CC(=O)Nc1cc(C)ccn1)=N\NC(=O)c1cccc(C)c1O | 10% | ? | 4%
36 | CCC(C)[C@H](NC(=O)N1CCn2c1nc1ccccc12)C(=O)NCc1ccc(OC)cc1 (stereo not given in full) | 8% | -0.1% | -7%
37 | Cc1ccc(C)c(NC(=O)CCN2CCN(c3ccccc3F)CC2)c1 | -7% | -1.4% | 2%
38 | Cn1c(SCC(=O)Nc2nccs2)nnc1C1CC1 | -4% | 1.3% | -2%
39 | CC(C)CCNC(=O)C1CCN(Cc2cccc(OCc3ccccc3)c2)CC1 | 4% | -2.9% | 3%
40 | C/C(=N\NC(=O)c1ccc(N2CCCC2=O)cc1)c1ccc(O)cc1O | -7% | -0.3% | 8%
41 | Cc1ccccc1C(=O)NC(CC(C)C)C(=O)N1CCN(c2ccccc2)CC1 (stereo not given) | -5% | -0.7% | 1%
42 | Cc1ccc(C(C(=O)NC2CCCC2)N(C(=O)c2csnn2)C2CC2)cc1 (stereo not given) | -1% | -0.6% | -2%
43 | COc1cccc(C(=O)Nc2c3c(nn2-c2ccc([N+](=O)[O-])cc2)CS(=O)(=O)C3)c1 | -5% | -0.9% | -2%
44 | COc1ccc(S(=O)(=O)NCCCn2ccnc2)cc1C(C)(C)C | 2% | -1.2% | 8%
45 | CCC(=O)Nc1c(-c2ccc(C)cc2)nc2ccc(C)cn12 | 7% | -0.5% | 3%
46 | CCn1c(CNS(=O)(=O)c2ccc(Br)cc2)nnc1SC | -1% | 0.0% | -2%
47 | Nc1c(C=C2C=CC(=O)C=C2)c(=O)nc2sc(CC(=O)N3CCCC3)nn12 | -9% | 0.6% | 1%
48 | COc1ccc(NC(=S)NCc2ccccc2)c(OC)c1 | 7% | -0.6% | 1%
49 | CCn1nc(NC(=O)COC)c2cc3cc(C)ccc3nc21 | 10% | 0.0% | 4%
50 | OC(COc1c(F)cc(Br)cc1F)CN1CCOCC1 (stereo not given) | 2% | -0.1% | 1%

Later entries:
no. | SMILES | PhoP inhibition | West Nile antiviral | Siah-1 displacement
51 | COc1ccc(NC(=O)CN2CCCC2)cc1 | -6% | 0.2% | -8%
52 | O=C1CCCN2N=C(SCC(=O)Nc3ccc(Cl)cc3)SC2=N1 | 3% | -0.2% | -5%
53 | CCN(CC)CCCN(C(=O)c1cccc(C)c1)c1nc(-c2ccc(OC)cc2)cs1 | 10% | -0.2% | -2%
54 | CCOc1cc(C(C(=O)NCC2CCCO2)N(C(=O)Cn2nnc3ccccc32)c2ccc(OC)c(OC)c2)ccc1O (stereo not given) | 3% | 0.4% | 2%
55 | Cc1nn(CC(=O)NCCCN2CCCC2)c(=O)c2nn(-c3ccccc3)c(C)c12 | 0% | 0.3% | -2%
56 | CC1CCCCC1NC(=O)CSc1nnc(CC(=O)Nc2ccccc2F)n1C (stereo not given) | -4% | -0.8% | 3%
57 | COC(=O)C1=C(C)N(Cc2ccccc2)C(=S)N[C@H]1c1ccccc1 | 1% | -0.5% | -7%
58 | COC(=O)c1cccc(Nc2nc(-c3ccncc3)nc3ccccc23)c1 | 8% | -0.1% | 1%
59 | CSc1ccc(CCNC(=O)C2CCCN(c3nn4c(=O)cc(C)nc4s3)C2)cc1 (stereo not given) | 6% | -0.2% | -5%
60 | O=C(CS(=O)CC(=O)Nc1ccccc1-c1ccccc1)Nc1ccc(F)cc1 (stereo not given) | 2% | -1.0% | 1%
61 | COCCn1c(N)c(Sc2ccc(Cl)cc2)c(=O)[nH]c1=O | 3% | -0.2% | 7%
62 | O=C(CN1C(=O)CCS(=O)(=O)c2ccccc21)Nc1ccc(F)cc1 | 5% | 0.1% | -2%
63 | CC(NC(=O)c1ccco1)c1ccc2c(c1)OCO2 (stereo not given) | 0% | 0.2% | 0%
64 | COc1ccc(N=Nc2ccc3ccccc3c2)c(O)c1 | 5% | -1.2% | -1%
65 | CC(=O)c1ccc(OCc2cc(C(=O)NC3CCCCC3)no2)cc1 | -6% | -0.3% | 2%
66 | O=C(Nc1ccc(S(=O)(=O)Nc2nccs2)cc1)C1CC(=O)N(c2ccc(Cl)cc2)C1 (stereo not given) | 4% | 0.1% | 8%
67 | COc1ccccc1N1C(=O)C2C3C=CC(CC3)C2C1=O (stereo not given) | -6% | 0.1% | 0%
68 | CCN(CC(=O)N1CCC(C)CC1)S(=O)(=O)c1ccc(C)cc1 | 1% | -0.6% | -2%
69 | Cc1ccc(CC(=O)Nc2cccc(S(=O)(=O)N3CCOCC3)c2)cc1 | 6% | -0.8% | 1%
70 | COc1cc(OC)c(C2Nc3cccc4cccc(c34)N2)c(OC)c1 | 6% | -0.6% | 10%
71 | CC(C)(C)OC(=O)N1CCC(CC2CC(c3cccc(Br)c3)=NO2)(C(=O)NCC2CCCCC2)CC1 (stereo not given) | 8% | -1.0% | -7%
72 | COc1ccc(S(=O)(=O)N2CCC(c3nc4ccccc4[nH]3)CC2)cc1 | -8% | -0.7% | -9%
73 | Cc1cccn2cc(-c3cccc(S(=O)(=O)N4CC(C)OC(C)C4)c3)nc12 (stereo not given) | -9% | -0.9% | 4%
74 | Cc1cc(OCCCC(=O)Nc2cccc(-n3cnnn3)c2)ccc1Cl | -5% | -0.2% | 3%
75 | COc1ccc(CN2CC(C(N)=O)Oc3ccccc32)cc1F (stereo not given) | -1% | -0.3% | 2%
76 | Cc1occc1C(=O)N1CCCC(Nc2ccc(F)cc2)C1 (stereo not given) | 2% | -0.7% | 4%
77 | COc1ccc(S(=O)(=O)N(CC(=O)NCC2CCCO2)Cc2ccccc2)cc1C (stereo not given) | -1% | -0.1% | -1%
78 | CCNc1c(NS(=O)(=O)c2ccc(Br)s2)c(=O)oc2ccccc12 | 0% | -0.1% | -1%
79 | COc1ccccc1N(CC(=O)NCCSCc1ccco1)S(=O)(=O)c1ccccc1 | 1% | -0.9% | 1%
80 | COc1ccc(N2CCOCC2)c(NC(=O)COc2cccc(C)c2)c1 | -4% | 0.1% | -4%
81 | COc1cccc(NC(=O)Cc2nnc(SCC(=O)NC3CCCCC3)n2C)c1 | 11% | -0.1% | 1%
82 | COc1ccc(Cl)cc1NS(=O)(=O)c1cn(C)nc1C | -7% | -0.5% | 8%
83 | CC(C)Oc1ccc(CN2CCC(n3nccc3NC(=O)C3CC3)CC2)cc1 | -5% | -0.1% | 7%
84 | COc1ccc(N2CCN(C(=S)Nc3cccc(OC)c3)CC2)cc1 | 6% | -0.4% | -6%
85 | CN(CC(=O)NCc1ccccc1)S(=O)(=O)c1ccc2c(c1)CCC(=O)N2 | 0% | 0.4% | -2%
86 | Cc1cc(C(=O)CS(=O)(=O)c2ccccc2)cc(C)c1O | -2% | -0.4% | 1%
87 | O=C(O)c1cc(NC(=O)c2cccc(N3C(=O)c4ccccc4C3=O)c2)cc(C(=O)O)c1 | -3% | 1.5% | 4%
88 | CN(C)c1ccc(NC(=O)CSc2nnc(-c3ccco3)c(-c3ccco3)n2)cc1 | -2% | -0.8% | 25%
89 | CC(=O)c1cccc(S(=O)(=O)NC(C)C2CC3CCC2C3)c1 (stereo not given) | 6% | -0.8% | 1%
90 | Cc1ccc(N2C(=O)C(Cl)=C(N3CCOCC3)C2=O)c(C)c1 | -6% | -0.3% | -3%
91 | CN(C)c1ncnc2sc(-c3ccccc3)cc12 | -6% | -0.1% | -2%
92 | CCc1nc2ccc(C(=O)N3CCN(c4cccc(C(F)(F)F)c4)CC3)cc2nc1CC | 11% | 0.2% | 11%
93 | Cc1ccc(C(=O)Nc2ccc(N3CCOCC3)cc2N2CCOCC2)cc1 | -6% | 0.1% | 4%
94 | Cc1ccc(NC(=O)CS(=O)CC(=O)N2CCN(c3ccccc3)CC2)cc1 (stereo not given) | 0% | -1.0% | 0%
95 | COc1cccc(C(=O)Nc2ccc(NC(=O)Cc3ccccc3)cc2)c1 | 6% | -1.1% | 14%
96 | Cn1c(=O)n(C)c2cc(NC(=O)Cc3ccccc3[N+](=O)[O-])ccc21 | -4% | -0.5% | 12%
97 | O=c1[nH]n(-c2ccccc2Cl)c(=O)c2ccccc12 | 5% | 0.8% | 3%
98 | CC(C)n1c(SCC(=O)Nc2ccc(N3CCOCC3)cc2)nnc1-c1ccco1 | -2% | -0.6% | -4%
99 | Cc1cccc(COc2ccc(/C=N/NC(=O)c3nnn(-c4nonc4N)c3C)cc2)c1 | -5% | 0.1% | 3%
100 | CCOC(CNC(=O)C(=O)Nc1cc2c3c(c1)CCC(=O)N3CCC2)OCC | -3% | -0.1% | -5%

An excerpt from above in order of the Siah-1 displacement value, rising:
no. | SMILES | PhoP inhibition | West Nile antiviral | Siah-1 displacement
90 | Cc1ccc(N2C(=O)C(Cl)=C(N3CCOCC3)C2=O)c(C)c1 | -6% | -0.3% | -3%
85 | CN(CC(=O)NCc1ccccc1)S(=O)(=O)c1ccc2c(c1)CCC(=O)N2 | 0% | 0.4% | -2%
99 | Cc1cccc(COc2ccc(/C=N/NC(=O)c3nnn(-c4nonc4N)c3C)cc2)c1 | -5% | 0.1% | 3%
96 | Cn1c(=O)n(C)c2cc(NC(=O)Cc3ccccc3[N+](=O)[O-])ccc21 | -4% | -0.5% | 12%
88 | CN(C)c1ccc(NC(=O)CSc2nnc(-c3ccco3)c(-c3ccco3)n2)cc1 | -2% | -0.8% | 25%

Screening results as filed in PubChem.
